aSyn yeast inh: qHTS of alpha-syn Inhibitors. Potency, µM (doses to about 46.1 µM), for the others: at the top dose growth rescue (activation), hits mostly activators. 0.14% of 370,000 active. Yeast expressing alpha-synuclein, growth rescue, BacTiter-Glo, 24 h; also: potency is read from the fitted curve at half-maximal effect; % of control where 0% means no effect; nearly all actives have a fitted effect of over 65% in size
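Rescue of yeast growth: cells expressing toxic alpha-synuclein, induced in galactose at OD600 0.02, incubated with compound 24 h at 30 C. ATP luminescence quantified growth; inhibitors of toxicity appear as activators.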
FUS yeast rescue: qHTS for Suppressors of FUS Proteinopathy: Primary screen using FUS-linked yeast assay; S. cerevisiae FUS-expressing, growth rescue, OD600, 24 h; Potency, µM (series often up to 76.6 µM), for the others: at the top dose growth rescue (activation), most hits filed as activators; 0.24% of 390,000 active; AID 1347120, 2019;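 also: potency is read from the fitted curve at half-maximal effect; plate controls were DMSO vehicle for no effect and reference control for full effect; nearly all actives have a fitted effect of over 55% in size; some results filed as inactive show a strong effect at the top dose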
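Yeast expressing FUS under galactose induction, OD 0.005 in 2% galactose medium; compounds in a dilution series, 24 h at 30C. Growth rescue by absorbance at 600 nm; CP55940 positive control, DMSO negative.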
Abeta yeast res: qHTS for compounds that reverse cellular toxicity of Amyloid beta (A-beta) peptide in yeast: Primary Screen; yeast expressing A-beta42, growth rescue, OD600, 48 h; response scale: 0% DMSO, 100% iron-clioquinol control; 0.063% of 410,000 active; Potency, µM (top dose mostly 46.1 µM), without a hit: at the top dose growth rescue, hits mostly activators; also: potency is read from the fitted curve at half-maximal effect; nearly all actives have a fitted effect of over 55% in size
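Yeast growth medium received pinned compounds, then yeast cells expressing toxic A-beta were added; plates incubated at 30 C for 48 hr. Growth read as absorbance at 600 nm, normalized to DMSO and equimolar FeCl3 plus clioquinol controls.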
D3 antag: qHTS of D3 Dopamine Receptor Antagonist: qHTS. D3R cells, DiscoveRx beta-arrestin luminescence, antagonist mode; hits give low values. 2.5% of 360,000 active. D(3) dopamine receptor (Homo sapiens), P35462. max response, negative = inhibition, %; in the data active = max response below about -50%; inconclusive = no clear call, values can overlap the other calls; also: % is scaled to controls: 0 for no effect and ±100 for the full control effect; mostly tested at two doses, the higher about 12 µM
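Cells expressing the human receptor were seeded at 1500 cells/well, incubated overnight at 37 degrees C in 5% CO2, then exposed to library compounds with dopamine controls for 90 minutes at 37 degrees C before luminescent detection.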
EPAC2 antagonist: qHTS for Antagonist of cAMP-regulated guanine nucleotide exchange factor 2 (EPAC2): primary screen; Rap guanine nucleotide exchange factor 4 (Homo sapiens), Q8WZA2; AID 720708, 2013; Potency, µM (highest dose often 114 µM), for the others: top-dose activity, negative = inhibition, usual class: inhibitors; EPAC2 GEF exchange of Rap1B-BODIPY-GDP, fluorescence; 0.18% of 360,000 active; also: potency is read from the fitted curve at half-maximal effect; % is scaled to controls: 0 for no effect and ±100 for the full control effect; nearly all actives have a fitted effect of over 45% in size; many of its hits are not listed in these tables
Target sequence (Q8WZA2 whole entry, looked up): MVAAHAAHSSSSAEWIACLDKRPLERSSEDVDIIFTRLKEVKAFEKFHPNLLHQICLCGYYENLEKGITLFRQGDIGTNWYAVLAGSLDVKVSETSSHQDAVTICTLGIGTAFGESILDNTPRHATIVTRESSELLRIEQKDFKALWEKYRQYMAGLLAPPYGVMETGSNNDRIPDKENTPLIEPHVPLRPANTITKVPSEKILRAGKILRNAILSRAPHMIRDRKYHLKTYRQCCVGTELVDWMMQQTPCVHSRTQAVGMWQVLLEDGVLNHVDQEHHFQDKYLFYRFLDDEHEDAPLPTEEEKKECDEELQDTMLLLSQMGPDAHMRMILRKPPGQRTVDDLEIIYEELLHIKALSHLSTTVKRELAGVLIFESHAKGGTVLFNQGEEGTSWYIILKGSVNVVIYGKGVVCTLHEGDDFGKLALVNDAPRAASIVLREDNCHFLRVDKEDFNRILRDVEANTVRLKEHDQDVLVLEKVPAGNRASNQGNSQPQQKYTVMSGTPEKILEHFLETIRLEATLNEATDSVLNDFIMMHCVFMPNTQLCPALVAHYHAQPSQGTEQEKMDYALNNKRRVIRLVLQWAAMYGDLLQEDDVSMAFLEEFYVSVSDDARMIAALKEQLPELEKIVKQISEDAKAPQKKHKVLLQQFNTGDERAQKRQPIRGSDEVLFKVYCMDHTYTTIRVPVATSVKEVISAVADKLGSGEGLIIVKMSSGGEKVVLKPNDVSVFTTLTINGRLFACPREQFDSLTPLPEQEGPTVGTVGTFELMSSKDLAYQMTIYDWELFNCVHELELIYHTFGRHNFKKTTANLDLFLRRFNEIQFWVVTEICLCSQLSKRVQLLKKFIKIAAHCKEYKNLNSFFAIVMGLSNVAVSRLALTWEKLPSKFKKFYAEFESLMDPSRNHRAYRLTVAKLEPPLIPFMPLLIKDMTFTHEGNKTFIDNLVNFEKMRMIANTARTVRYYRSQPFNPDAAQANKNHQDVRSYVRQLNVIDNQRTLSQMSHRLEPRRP
EPAC2 ag: qHTS for Agonist of cAMP-regulated guanine nucleotide exchange factor 4 (EPAC2): primary screen | Rap guanine nucleotide exchange factor 4 (Homo sapiens), Q8WZA2 | EPAC2 activation, biochemical qHTS; response scale: 100% = 6.5 mM cAMP response | Potency, µM (highest dose often 154 µM), inactives show at the highest dose activation, actives largely listed as activators | 0.079% of 360,000 active | AID 720711, 2013; also: potency is read from the fitted curve at half-maximal effect; nearly all actives have a fitted effect of over 50% in size
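Readout is BODIPY fluorescence (480 nm excitation, 540 nm emission), which falls as labeled GDP is exchanged off Rap1B. EPAC2 at 100 nM acted on 250 nM RAP1B-BODIPY-GDP with 50 uM GDP present.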
D3 ag: qHTS of D3 Dopamine Receptor Agonist: qHTS; D3R DiscoveRx beta-arrestin cells, luminescence, 90 min; max activation, %; D(3) dopamine receptor (Homo sapiens), P35462; 0.58% of 410,000 active; in the data active = max activation above about 30%; also: 0% is about no effect; mostly tested at two doses, the higher about 12 µM
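Agonist mode: compounds and dopamine controls were applied to plated cells for 90 min at 37 degrees C after an overnight attachment at 1500 cells/well. Luminescent read-out followed 30 - 60 minutes at room temperature with DiscoveRx detection reagent.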
TDP-43 yeast inh: qHTS of TDP-43 Inhibitors; TDP-43 expressing yeast growth rescue, BacTiter-Glo, 24 h; Potency, µM (titrated, usually from 46.1 µM), inactives show at the highest dose growth rescue (activation), most hits filed as activators; 1.8% of 410,000 active; also: potency is read from the fitted curve at half-maximal effect; % of control where 0% means no effect; nearly all actives have a fitted effect of over 50% in size
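In this qHTS, compounds that restore growth of yeast expressing TDP-43 appear as activators. Cells (OD600=0.02, galactose medium, raffinose-pregrown) are incubated with compound 24 hr at 30 deg C and growth is quantified by BacTiter-Glo.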
The depositor's hits bear a star; ? = inconclusive; · = not tested or not shown; & = joins results of further samples; [ ] = remark or other dose. Unless noted, calls follow the shape of the dose curve; as a rule, active = well fitted curve in the direction sought with a large enough effect; inconclusive = small, poorly fitted or top-dose-only effect, or another doubt; inactive = no such curve, though single readings can be large; an effect the other way counts as inactive or inconclusive. This is a subset; the hit share may differ from the screen's.

nr	Structure	aSyn yeast inh	FUS yeast rescue	Abeta yeast res	D3 antag	EPAC2 antagonist	EPAC2 ag	D3 ag	TDP-43 yeast inh
1	NC(=O)CNC(=O)C1CCCc2c1[nH]c1ccc(Cl)cc21 (stereo unspecified)	0%	22%	9%	-16	-1%	7%	-2	-4%
2	CCCc1cc(=O)n2[nH]c(C)c(-c3ccc(Cl)cc3)c2n1	8%	17%	6%	2	-13%	-4%	0	0%
3	Cc1ccccc1OCC(=O)Nc1ccc2nc(SCC(N)=O)sc2c1	·	27%	-7%	·	·	·	-6	11%
4	Cc1ccc(S(=O)(=O)N2CCOCC2)cc1NC(=O)CSc1nnc2cc(C)c3ccccc3n12	2%	?	5%	-4	5%	4%	-7	-14%
5	CCOc1ccc(CNC(=O)CCS(=O)(=O)c2cc3c4c(c2)CCN4C(=O)CC3)cc1	·	17%	-7%	·	·	·	3	2%
6	O=C(CCN1C(=O)S/C(=C\c2ccccc2)C1=O)Nc1ccc(O)cc1C(=O)O	1%	14%	5%	5	5%	13%	-1	-4%
7	CCOC(=O)c1cccc(C2=CC(=O)C[C@H](c3ccc(OC)c(OC)c3)C2)c1	1%	?	-8%	88	-29%	5%	52*	22µM*
8	COc1ccccc1NC(=O)Nc1ccc2c(c1)OCCO2	-21%	24%	-6%	?	10%	1%	-6	-8%
9	COc1cccc(-n2c(=O)c3c4c(sc3n(Cc3ccc(C)cc3)c2=O)CCCC4)c1	·	-23%	-8%	·	·	·	-10	4%
10	CN(C)c1ccc(/C=C(/NC(=O)c2ccccc2Cl)C(=O)NCCN2CCOCC2)cc1	-6%	3%	-8%	10	-4%	5%	0	2%
11	Brc1cc(Br)c2nc3c(cc2c1)CCC3	3%	-14%	-22%	-6	-29%	19%	-4	-1%
12	CCCCN(C(=O)c1oc2ccc(OCC)cc2c1C)c1c(N)n(CCCC)c(=O)[nH]c1=O	-2%	·	-4%	0	5%	-4%	-5	16%
13	C=C(C)C(=O)N1CC2(CC(c3cccc(NC(=O)c4ccccc4)c3)=NO2)C[C@@H]1C(N)=O (stereo partly specified)	2%	12%	-6%	30	2%	-4%	22	3%
14	CCOC(=O)c1c(C)[nH]c(C(=O)CSc2ccc(Cl)cc2)c1C	-3%	21%	-15%	16	-2%	2%	2	-3%
15	COc1ccccc1C(=O)NC1CC2CCCC(C1)N2Cc1ccccc1 (stereo unspecified)	-4%	-29%	-5%	-112*	6%	0%	4	-17%
16	Cc1ccc2nc(COC(=O)c3cnccn3)cc(=O)n2c1	?	15%	-9%	-18	13%	13%	5	-30%
17	CCCCNc1cc(Cl)nc(N)n1	5%	8%	2%	8	2%	4%	7	18%
18	O=C(O)CC/C(=N\NC(=O)CNC(=O)/C=C/c1ccccc1)c1ccccc1	6%	-5%	-8%	8	9%	3%	-11	0%
19	NS(=O)(=O)c1ccc(CCNC(=O)c2cccc(S(=O)(=O)N3CCCC3)c2)cc1	-1%[1.84 µM]	22%	4%	-13	-4%	12%	5	9%
20	N#C/C(=C\c1ccc(O)c([N+](=O)[O-])c1)c1nc2ccccc2s1	1%	23%	-15%	-13	?	-5%	-18	-6%
21	Cc1ccccc1CN1C(=O)c2ccccc2S(=O)c2ccc(C(=O)N3CCOCC3)cc21 (stereo unspecified)	·	15%	9%	·	·	·	1	25%
22	CCOC(=O)C1CCN(Cc2ccccc2C(F)(F)F)CC1	-18%	4%	1%	-12	-1%	2%	-23	-5%
23	Nc1nnc2c(n1)CCCC2	-1%	11%	8%	-29	11%	9%	5	3%
24	O=C/C=C/c1c(-c2ccccc2)cc2oc3ccccc3cc1-2	?	38%	-21%	-66*	2%	8%	-7	-23%
25	COc1ccc(C(CNC(=O)c2cccc(S(=O)(=O)NCc3ccccc3)c2)N2CCOCC2)cc1 (stereo unspecified)	2%	·	10%	-21	9%	-7%	-4	7%
26	COc1ccc(N2CCN(c3csc4ccc(Cl)cc4c3=O)CC2)cc1	·	15%	-3%	·	·	·	2	?
27	CN=C1N(C)C[C@@H]2[C@@H]3C(=O)N(Cc4ccccc4)C(=O)[C@@H]3[C@](Cc3ccccc3)(C(=O)OC)N12	5%	-19%	8%	-4	14%	6%	9	18%
28	COc1ccc(N2CC(NC(=O)COc3ccc(F)cc3)CC2=O)cc1OC (stereo unspecified)	·	-25%	-5%	·	·	·	-2	5%
29	Cc1cc(-c2ccc(/C=N/n3cnnc3)o2)c(C)c([N+](=O)[O-])c1	-1%	15%	-17%	0	-1%	20%	-15	4%
30	O=C(c1ccccc1)N1CCN(S(=O)(=O)N2CCOCC2)CC1	-1%	13%	-3%	?	8%	10%	-3	0%
31	Cc1ccc(NC(=O)CSc2nncn2-c2ccccn2)cc1Cl	?	15%	-6%	-11	-2%	3%	-3	-17%
32	COc1cc2cc(C(c3nnnn3C3CCCCC3)N(C)C3CCCCC3)c(=O)[nH]c2cc1OC (stereo unspecified)	-2%	33%	-2%	?	-24%	10%	-25	-11%
33	O=c1[nH]ncn2cccc12	-3%	-8%	-5%	9	1%	6%	-2	4%
34	Cc1ccc(CN(C(=O)c2ccccc2C)C2CCS(=O)(=O)C2)o1 (stereo unspecified)	0%	·	1%	?	-1%	1%	-1	9%
35	COc1ccccc1C(=O)OCC(=O)NC(=O)NCc1ccccc1	2%	-4%	0%	-19	3%	-2%	-4	9%[9.22 µM]
36	Cc1cc(C(F)F)n2nc(C(=O)Nc3ccc(C(C)C)cc3)nc2n1	·	-7%	6%	·	·	·	8	46%
37	O=C(Cn1cnc2ccccc2c1=O)c1ccc(OC(F)F)cc1	14%	-3%	-5%	-5	3%	6%	-3	-49%[inhibitor]
38	CCn1cc(/C=C(\NC(=O)c2cc(OC)c(OC)c(OC)c2)C(=O)NCCCn2ccnc2)c2ccccc21	-2%	11%	-14%	·	·	·	-9	-6%
39	O=C(COC(=O)c1nc(Cl)ccc1Cl)NC1CCS(=O)(=O)C1 (stereo unspecified)	0%	14%	-4%	-18	0%	3%	0	13%
40	CC(=O)Nc1ccc(S(=O)(=O)Nc2ccc(-c3cn4c(C)csc4n3)cc2)cc1	5%	-2%	-5%	·	·	·	0	0%
41	COc1ccc(C2=CC(c3ccco3)n3ncnc3N2)cc1 (stereo unspecified)	-3%	25%	2%	-7	20%	17%	2	-4%[9.22 µM]
42	O=C1CSc2ccc(S(=O)(=O)CCC(=O)NC3CCCCC3)cc2N1	-1%	-5%	·	2	5%	14%	4	5%
43	O=C(NC(=O)c1ccccc1)C1=C(N2CCCC2)COC1=O	-8%	-10%	0%	0	0%	4%	-1	-30%
44	Cc1ccc(-n2ccnc(NCc3ccccc3)c2=O)cc1C	·	28%	2%	·	·	·	-1	32µM*
45	COc1ccc(N2CCN(C(=O)c3ccc(C)c(Cl)c3)CC2)cc1	0%	44%	-55%[inhibitor]	-19	-16%	13%	-6	-30%[inhibitor]
46	CC1=NN(c2ccccc2)C(=O)C1C(=O)c1cc([N+](=O)[O-])cc([N+](=O)[O-])c1 (stereo unspecified)	3%	14%	-1%	-18	-2%	1%	0	22%
47	CSc1ccc(NC(=O)NCc2ccccc2)cc1	-13%	21%	-13%	-10	-2%	8%	-15	-20%
48	COc1ccc(-c2nc3ccccc3o2)cc1NC(=O)c1cccc2c(Cl)cccc12	·	-2%	-9%	·	·	·	3	10%
49	Cn1nnnc1Sc1ncnc2scc(-c3cccc4ccccc34)c12	·	-3%	-6%	·	12%	8%	·	·
50	CCOC(=O)c1cc2c(=O)n3ccccc3nc2n(CCOC)c1=NC(=O)C(C)(C)Oc1ccc(Cl)cc1	·	-5%	-3%	·	·	·	2	20%

Next entries follow.
nr	Structure	aSyn yeast inh	FUS yeast rescue	Abeta yeast res	D3 antag	EPAC2 antagonist	EPAC2 ag	D3 ag	TDP-43 yeast inh
51	O=C(CCN1CCN(S(=O)(=O)c2ccc(Cl)cc2)CC1)Nc1ccccc1F	-2%	16%	-7%	?	-10%	-8%	-11	10%
52	Cc1ccc(/C=C2/SC(=S)N(CCC(=O)N3CCN(C)CC3)C2=O)cc1	6%	9%	-10%	-19	-11%	-2%	-8	-12%
53	Cc1ccc(C(=O)c2sc3nc4c(cc3c2N)CCC4)cc1	12%	-17%	4%	2	-2%	5%	0	2%
54	O=C(NC(=S)Nc1ccccc1N1CCCC1)c1ccc(-c2cccc([N+](=O)[O-])c2)o1	-3%	?	22%	?	-4%	10%	-17	28%
55	O=C(Nc1cc(Cl)ccc1N1CCOCC1)c1ccc2c(c1)OCCO2	2%	11%	19%	6	?	1%	3	5%
56	Cc1ccccc1N1CCN(C(=O)[C@@H]2CCCN2C2=NS(=O)(=O)c3ccccc32)CC1	-4%	22%	5%	-3	0%	10%	-2	7%
57	Cn1nc(C(=O)OCC(=O)NCc2ccc(Cl)cc2Cl)c2ccccc2c1=O	5%	30%	-2%	-8	13%	-2%	-11	9%
58	CC(C)CC(NC(N)=O)C(=O)OCC(=O)Nc1ccc(SC(F)F)cc1 (stereo unspecified)	5%	6%	13%	1	-2%	-1%	1	9%
59	N#C/C(=C\c1ccc(O)c(O)c1)C(=O)NCc1ccccc1	7%&1%&-1%	-22%	-14%	35	-24%	3%	29	23%
60	CN(CC(CC(=O)Nc1nncs1)c1ccccc1)S(=O)(=O)c1ccccc1 (stereo unspecified)	1%	12%	-7%	-14	-9%	?	-3	18%
61	CCNC(=O)CC1C(=O)N(c2ccc(F)cc2)C(=O)N1CCc1sccc1C (stereo unspecified)	7%	1%	6%	11	9%	2%	4	-9%[0.397 µM]

Reprinted at random: 2 records from the list
nr	Structure	aSyn yeast inh	FUS yeast rescue	Abeta yeast res	D3 antag	EPAC2 antagonist	EPAC2 ag	D3 ag	TDP-43 yeast inh
59	N#C/C(=C\c1ccc(O)c(O)c1)C(=O)NCc1ccccc1	7%&1%&-1%	-22%	-14%	35	-24%	3%	29	23%
57	Cn1nc(C(=O)OCC(=O)NCc2ccc(Cl)cc2Cl)c2ccccc2c1=O	5%	30%	-2%	-8	13%	-2%	-11	9%
